Tau fibril FP: tau fibrillization inhibition (FP); K18 P301L tau heparin fibrillization, Alexa594 FP, 6 h; Potency, µM (doses to about 57.7 µM), for the others: top-dose activity, negative = inhibition, actives largely listed as inhibitors; AID 1468; P10636; actives 0.39% (n = 280,000); note: potency is the fitted concentration of half-maximal effect; % is set by controls: 0 for no effect and ±100 for the full control effect; nearly all actives have a fitted effect of over 55% in size
Target sequence (P10636 561-689 P618L limits assumed): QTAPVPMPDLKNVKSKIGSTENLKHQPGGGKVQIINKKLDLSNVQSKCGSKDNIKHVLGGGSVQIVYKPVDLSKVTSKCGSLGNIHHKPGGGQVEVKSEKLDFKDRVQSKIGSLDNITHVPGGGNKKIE
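Quantitative HTS format: compounds meet 15 uM recombinant K18 P301L tau and Alexa 594-tau tracer in 100 mM sodium acetate pH 7; 20 uM heparin triggers fibrillization at 37 C over 6 hr; FP gives the signal.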
TRb SRC2 PPI: inhibitors of human thyroid hormone receptor beta-SRC2 interaction. P10828. TRbeta-SRC2 peptide binding, fluorescence polarization; receptor liganded with 1 µM T3. Potency, µM (series often up to 106 µM), for inactives: at the top dose activity change, negative = inhibition, most hits filed as inhibitors. actives 0.065% (n = 280,000). AID 1469;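 note: potency is the fitted concentration of half-maximal effect; plate controls were bound peptide for no effect and peptide without receptor for full effect; nearly all actives have a fitted effect of over 50% in size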
Target sequence (P10828 whole entry, looked up): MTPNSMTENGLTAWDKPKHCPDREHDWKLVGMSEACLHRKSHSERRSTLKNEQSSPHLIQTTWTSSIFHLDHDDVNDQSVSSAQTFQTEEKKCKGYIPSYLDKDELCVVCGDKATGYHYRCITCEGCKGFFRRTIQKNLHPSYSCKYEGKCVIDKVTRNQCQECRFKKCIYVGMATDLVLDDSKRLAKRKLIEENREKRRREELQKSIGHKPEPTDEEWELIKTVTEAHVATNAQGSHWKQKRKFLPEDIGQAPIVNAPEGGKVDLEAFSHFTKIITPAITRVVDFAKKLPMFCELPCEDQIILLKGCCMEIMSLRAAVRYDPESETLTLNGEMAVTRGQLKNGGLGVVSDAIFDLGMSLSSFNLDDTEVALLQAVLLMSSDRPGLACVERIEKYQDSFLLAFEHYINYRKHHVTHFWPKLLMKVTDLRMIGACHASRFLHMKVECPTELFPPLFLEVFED
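Binding of a 20-amino-acid Texas Red SRC2 peptide (20 nM) to TRb ligand-binding domain (0.6 uM) with agonist T3 at 1 uM was followed by fluorescence polarization after a 5 hr room-temperature incubation.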
TR SRC2 fluor cs: Texas Red fluorescence interference in TRb-SRC2 counter-screen. TRb/SRC2 Texas Red total fluorescence interference. Potency, µM (highest dose often 106 µM), for inactives: at the top dose fluorescence change, negative = quenching. AID 1479. actives 0.29% (n = 280,000); active = well fitted curve in either direction with a large enough effect; inconclusive = small, poorly fitted or top-dose-only effect; note: potency is the fitted concentration of half-maximal effect; % is set by controls: 0 for no effect and ±100 for the full control effect
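Human TRb ligand-binding domain at 0.6 uM with 20 nM Texas Red SRC2 peptide in Tris buffer containing 1 uM T3 and 5% DMSO, incubated with compound 5 h at ambient temperature. Total fluorescence (555/632 nm) calculated as parallel + 2 × perpendicular.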
Epigenetic derep: derepresses silenced GFP reporter in murine cells; murine LDR cells, GFP reporter derepression, 30 h; AID 1865; actives 0.2% (n = 280,000); Potency, µM (top dose mostly 53.9 µM), without a hit: at the top dose GFP activation, hits mostly activators; note: potency is the fitted concentration of half-maximal effect; % of control where 0% means no effect; nearly all actives have a fitted effect of over 60% in size
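In this reporter-derepression format, murine cells bearing a silenced integrated CMV-GFP locus incubate with test compound (30 h, 37 C), then are washed and imaged; fluorescent objects of 20–120 um count as induced cells.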
Tau fluor counter: counter-screen for tau fibril formation inhibitors | tau K18 P301L (four-repeat tau fragment) Alexa594 fluorescence, heparin fibrillization | Potency, µM (doses to about 57.7 µM), inactives show at the top dose activity change, negative = decrease | actives 0.93% (n = 280,000) | AID 1463; note: potency is the fitted concentration of half-maximal effect; % is set by controls: 0 for no effect and ±100 for the full control effect; nearly all actives have a fitted effect of over 55% in size
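Human K18 P301L tau (15 uM unlabeled plus 0.24 uM Alexa 594-labeled, final) in 100 mM sodium acetate pH 7 was mixed with compound and 20 uM heparin and incubated 6 hr at 37 C.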
CBFb RUNX1 block: inhibitors of human CBF-beta and RUNX1 interaction. Q01196+Q13951. AlphaScreen CBFb-His/RUNX1-biotin binding, biochemical. Potency, µM (top dose mostly 59.8 µM), for inactives: at the top dose activity, negative = inhibition, usual class: inhibitors. 230,000 tested, under 10 active; note: % of control where 0% means no effect
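CBFb-His/RUNX1-biotin, 30 nM each, preincubated 20 min RT; compound 15 min RT; Ni + streptavidin beads 50 ng each, 90 min RT; AlphaScreen read.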
GLA spleen mod: inhibits or activates alpha-galactosidase in human spleen homogenate; P06280; human spleen homogenate, 4MU-alpha-Gal fluorescence, 40 min; Potency, µM (titrated, usually from 80 µM), without a hit: at the highest dose activity change, negative = inhibition, most hits filed as inhibitors; actives 0.008% (n = 240,000); AID 2107;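 note: potency is the fitted concentration of half-maximal effect; 0% = enzyme with vehicle and -100% = no enzyme basal signal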
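Fluorogenic readout (Ex 365/Em 440 nm) of 4-methylumbelliferone released from 1 mM 4-MU-alpha-galactoside by spleen homogenate, 40 min at 37C, pH 5.0. Data normalized to no-enzyme and enzyme controls; Hill-equation AC50 from compound titrations.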
NPSR antag: neuropeptide S receptor (human) antagonism, cAMP | actives 1% (n = 220,000) | Q6W5P4 | Potency, µM (doses to about 38.3 µM), for the others: at the top dose activity change, negative = inhibition, hits mostly inhibitors | CHO-NPSR cells, cAMP TR-FRET, antagonist mode; note: potency is the fitted concentration of half-maximal effect; % is set by controls: 0 for no effect and ±100 for the full control effect; nearly all actives have a fitted effect of over 50% in size; many of its hits are not listed in these tables
Target sequence (Q6W5P4 whole entry, looked up): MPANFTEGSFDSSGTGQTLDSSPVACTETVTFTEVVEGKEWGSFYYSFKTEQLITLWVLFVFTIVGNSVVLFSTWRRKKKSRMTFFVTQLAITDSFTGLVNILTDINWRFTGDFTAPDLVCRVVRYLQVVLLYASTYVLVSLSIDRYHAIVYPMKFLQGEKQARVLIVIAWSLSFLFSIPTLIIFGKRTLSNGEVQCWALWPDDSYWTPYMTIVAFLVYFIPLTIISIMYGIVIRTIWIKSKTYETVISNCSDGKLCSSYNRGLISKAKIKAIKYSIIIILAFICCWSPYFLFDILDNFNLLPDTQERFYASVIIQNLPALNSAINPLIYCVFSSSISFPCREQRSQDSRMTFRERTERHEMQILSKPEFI
Starred values were filed as active, the others as inactive; ? = inconclusive; · = not tested or not shown; [ ] = remark or other dose. Unless noted, calls come from the whole dose curve; as a rule, active = well fitted curve in the direction sought with a large enough effect; inconclusive = small, poorly fitted or top-dose-only effect, or another doubt; inactive = no such curve, though single readings can be large; an effect the other way counts as inactive or inconclusive. Not all compounds are listed; count on the stated rates, not on these rows.

entry	SMILES	Tau fibril FP	TRb SRC2 PPI	TR SRC2 fluor cs	Epigenetic derep	Tau fluor counter	CBFb RUNX1 block	GLA spleen mod	NPSR antag
1	Cc1ccc2nc(SCC(=O)Nc3cccc(S(=O)(=O)NC4=NCCCCC4)c3)[nH]c2c1	-1%	3%	-3%	-1.0%	?	2%	-3%	-5%
2	Nc1nc(SCC(=O)Nc2ccc(Cl)c(S(=O)(=O)N3CCOCC3)c2)n[nH]1	13%	-2%	-3%	0.0%	5%	-1%	6%	4%
3	CCCCCc1cc(=O)oc2c(C(CCN3CCCC(C)C3)c3ccc4c(c3)OCO4)c(OC)cc(OC)c12 (stereo not given)	-3%	2%	-6%	2.6%	-8%	10%	-10%	?
4	COc1ccc(C(=O)OCCN2C(=O)c3ccccc3C2=O)cc1	-1%	-6%	-2%	-0.9%	-19%	5%	1%	-7%[46.1 µM]
5	Cc1cccc(C)c1NCc1n[nH]c(=S)n1-c1ccccc1	-6%	-7%	-1%	-3.2%	4%	1%	5%	5%
6	COc1cccc(NC(=O)CSc2cc(C)c3ccccc3n2)c1	-10%	9%	-3%	4.0%	-15%	·	·	·
7	COc1cccc(C(=O)NC2CC3CCCC(C2)N3S(=O)(=O)c2ccccc2)c1 (stereo not given)	-5%	-3%	0%	1.7%	2%	0%	-1%	-29%
8	Cc1cc(C)c2c(CC(=O)Nc3ccc(S(=O)(=O)N4CCCCC4)cc3)coc2c1	?	2%	1%	-1.0%	?	·	·	·
9	Cn1cccc1/C=N/NC(=O)c1ccc[n+]([O-])c1	-12%	0%	-6%	1.1%	-4%	-2%	-2%	13%
10	O=C(Oc1ccccc1N1CCOCC1)c1ccccc1	?	4%	-5%	1.1%	-6%	1%	16%	8%
11	O=[N+]([O-])c1ccccc1-c1cc(-c2ccccc2O)n[nH]1	-2%	-5%[53 µM]	-2%[53 µM]	0.0%	13%	10%	7%	-13%
12	CC(C)OCCCn1c(-c2ccc(Br)cc2)c[nH]c1=S	1%	1%	0%	-1.4%	-14%	-1%	-7%	-36%
13	CCc1ccc(NC(=O)CSc2nc3c([nH]c4ccccc43)c(=O)n2-c2cccc(OC)c2)cc1	-12%	-1%	-22%	0.0%	-16%	·	·	·
14	CN1CCN(C(=O)CCc2nc3ccccc3c(=O)[nH]2)CC1	0%	-6%	0%	1.1%	-1%	5%	5%	-2%[46.1 µM]
15	CCCCCNCC(=O)Nc1cccc(C(=O)Nc2cccc(C(F)(F)F)c2)c1	?	-5%	1%	2.3%	?	14%	7%	?
16	COc1cc(CN2CCC(N3CCC(C(=O)N4CCCC4)CC3)CC2)cc2c1OCO2	-2%	1%	0%	-1.9%	0%	-1%	5%	5%
17	COc1ccccc1NC(=O)c1ccc2oc(=O)c(S(=O)(=O)c3ccccc3)cc2c1	-6%	-3%	-4%	0.0%	0%	·	·	·
18	O=C(NNc1c(Cl)cccc1Cl)c1ccno1	7%	0%	-5%	0.0%	3%	0%	1%	5%
19	COc1cc(OC)cc(C(=O)N[C@H](C(=O)OCC(=O)NC(=O)NC(C)(C)C)C(C)C)c1	-7%	-3%	-3%	-2.6%	-7%	10%	-6%	-8%
20	OC[C@@H]1[C@@H](c2ccc(Cl)cc2)C(c2ccc(F)cc2)=NN1c1ccccc1	14%[81.3 µM]	-1%	-5%	4.7%	25µM*[quencher]	?	?	·
21	CCc1ccc(NC(=O)C(=O)NCCc2sc3nc(-c4ccc(OC)cc4)nn3c2C)cc1	-4%	-9%	1%	13%	4%	·	·	·
22	O=C(CN1CCNCC1)NCCSc1ccc(Cl)cc1	-6%	-1%	-6%	-0.4%	-8%	0%	-1%	12%
23	Cc1cc(C)c2sc(N(CCN(C)C)C(=O)c3cc(Cl)sc3Cl)nc2c1	0%	10%	-2%	-2.7%	-4%	-5%	0%	-39%
24	O=C(Nc1nc2ccccc2[nH]1)c1ccc(S(=O)(=O)N2CCOCC2)cc1	-6%	5%	-1%	0.4%	-5%	6%	5%	13%
25	c1ccc(Nc2nc(N3CCOCC3)nc(N3CCOCC3)n2)cc1	0%	0%	1%	-2.0%	3%	5%	2%	-14%[46.1 µM]
26	Cc1cccc(-n2cnc3cc(C(=O)NCc4ccccc4Cl)ccc32)c1	12%	2%	-3%	1.6%	-23%	·	·	·
27	COc1ccc(NC(=S)N(Cc2ccc(N(C)C)cc2)Cc2ccco2)cc1	0%	-4%	0%	-0.9%	-1%	3%	-12%	-28%
28	COc1cc(C)nc(Oc2ccc(=O)n(C)n2)n1	2%	-13%	-3%	-1.2%	3%	2%	-5%	11%[46.1 µM]
29	COc1ccc(NC(=O)CN2CCc3ccccc3C2)cc1OC	-1%	-6%	0%	0.0%	-2%	10%	-4%	0%
30	O=C(COc1cccc(Cl)c1)Nc1ccc2c(c1)CCC2	3%	-2%[53 µM]	-2%[53 µM]	-1.3%	-15%	-3%	-4%	4%
31	CC(=O)NS(=O)(=O)c1ccc(NC(=O)/C=C/c2ccc(C)o2)cc1	?	0%	-1%	0.0%	-5%	-5%	-13%	-16%
32	O=C(Nc1ccc(N2CCN(C(=O)c3ccccc3)CC2)cc1)c1ccc2c(c1)OCO2	3%	-2%	-4%	-1.8%	?	1%	5%	-14%[46.1 µM]
33	CCOC(=O)C1=C(C)N(C)C(=S)NC1c1ccc(Cl)cc1 (stereo not given)	1%	-11%	2%	-1.9%	-12%	-15%	-3%	-15%
34	Cc1ccc(NC(=O)CC(c2ccc(F)cc2)N2Cc3ccccc3C2=O)cc1C (stereo not given)	?	6%	0%	8.1%	2%	·	·	·
35	Cc1nc(NC(=O)C(C)Oc2cccc(Cl)c2)sc1C(=O)N(C)C (stereo not given)	-7%	4%	2%	-1.8%	-9%	-2%	5%	-3%
36	COc1ccc(-c2onc(C)c2C)cc1S(=O)(=O)NC1CCCCC1	-3%	-4%	-2%	0.9%	-23%	·	·	·
37	Cc1cc(C)c(C)c(OCCCOc2cccc3cccnc23)c1	12%	3%	1%	3.3%	-12%	-4%	-2%	-43%
38	Cc1cc(Cl)ccc1NC(=S)NCc1ccco1	0%	6%	-3%	0.0%	-1%	-2%	-7%	8%[46.1 µM]
39	Cc1ccc(C2C3=C(CC(C)(C)CC3=O)NC3=C2C(=O)c2ccccc23)cc1 (stereo not given)	7%	3%[53 µM]	-3%[53 µM]	-1.1%	?	11%	2%	-43%
40	CCOC(=O)C1=C(C)Nc2ccccc2N=C1N	-4%	1%	-6%	-0.1%	-2%	2%	1%	10%
41	Cc1ccccc1C(=O)Nc1ccc(C(=O)OCc2cc(=O)n3nc(C(C)C)sc3n2)cc1	3%	-4%	-1%	2.0%	1%	·	·	·
42	O=c1[nH]nc(Cc2ccc3ccccc3n2)c2ccccc12	0%	-3%	-3%	-2.1%	-9%	6%	-3%	-8%[46.1 µM]
43	CCc1ccc(Nc2nn3c(=O)c4cc5c(cc4nc3s2)OCO5)cc1	-7%	3%	-4%	0.7%	-30%	·	·	·
44	CCN(CC)c1cc2nc(C)n(Cc3ccccc3)c(=O)c2cc1NC(=O)C1CC1	13%	-2%	1%	0.0%	-5%	-18%	0%	-12%[46.1 µM]
45	O=C(CCC(=O)NNC(=O)COc1ccc(Br)cc1)NCc1ccccc1	-9%	-10%	-3%	0.0%	0%	5%	-3%	3%
46	O=C(c1c(O)c2ccccc2oc1=O)C1CCC1	-3%	2%	-1%	-0.1%	-19%	1%	11%	-3%[46.1 µM]
47	O=c1c2c3c(sc2n2cnnc2n1-c1ccccc1)N(Cc1ccccc1)CCC3	-13%	-6%	-5%	0.8%	1%	1%	5%	-7%[46.1 µM]
48	O=C1CC(SC(=NCc2ccc3c(c2)OCO3)Nc2ccccc2)C(=O)N1 (stereo not given)	?	-7%	-2%	-1.0%	-27%	9%	6%	-11%[46.1 µM]
49	CN(C)/C=C/c1onc(-c2c(F)cccc2Cl)c1C#N	5%	-3%	1%	-2.1%	-16%	-13%	-2%	-24%
50	Fc1ccc(Nc2nnns2)cc1	?	-9%	2%	-1.3%	-8%	6%	5%	-15%

(continued)
entry	SMILES	Tau fibril FP	TRb SRC2 PPI	TR SRC2 fluor cs	Epigenetic derep	Tau fluor counter	CBFb RUNX1 block	GLA spleen mod	NPSR antag
51	Cc1nc2sc(C(c3cccs3)N3CCN(c4ccccc4)CC3)c(O)n2n1 (stereo not given)	4%	-7%	-1%	1.3%	0%	5%	-3%	-7%[46.1 µM]
52	O=C(c1cccc([N+](=O)[O-])c1)N1CCN(CCc2ccncc2)CC1	0%	-3%	1%	0.0%	-4%	·	·	·
53	COCCCNC(=O)c1c(-c2ccccc2)c(-c2ccccc2)nn(C)c1=O	-3%	-8%	-1%	5.4%	3%	·	·	·
54	CC(C)CC1C(C#N)=C(N)Oc2n[nH]c(-c3ccccc3)c21 (stereo not given)	-12%	-8%	-9%	-0.8%	-18%	-6%	-1%	2%[46.1 µM]
55	COCc1nnc(NC(=O)CC(C)c2ccccc2)s1 (stereo not given)	4%	6%	1%	-1.0%	-1%	1%	-4%	8%[46.1 µM]
56	CCNC(=O)COC(=O)/C=C/c1cccs1	3%	-2%	-2%	-5.4%	1%	1%	1%	9%
57	COc1ccc(-c2cc(-c3nnc(COC(=O)C4CC4)o3)c3ccccc3n2)cc1OC	3%	-2%	-1%	0.0%	-30%	?	3%	1%
58	COc1cc(C2C(C#N)=C(SC)NC3=C2C(=O)CCC3)ccc1O (stereo not given)	-2%	-4%	1%	1.5%	-7%	8%	-1%	-21%
59	COC(=O)c1[nH]c2cccc(C)c2c1NC(=O)CN1CCCc2ccccc21	4%	-16%	-3%	-1.2%	-29%	-13%	-4%	-11%[46.1 µM]

Source: PubChem
